# SRC2 TRFRET art = TR-FRET artefact, counter-screen to PPARgamma/SRC-2 agonist assay; hits give high values; TR-FRET ratio at 8 µM; 200,000 compounds, 0.4% hits; in the data active = TR-FRET ratio above about 2000; note: inactives centre near 1500; reference of the scale not given here
# ROMK primary = modulates human ROMK potassium channel activity; Tet-inducible ROMK, thallium flux fluorescence; actives lie on both sides; B-score at 10 µM; 130,000 compounds, 2% hits; AID 1918;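 active = signal ratio slope over the read window, or its plate-corrected B-score, at least 3 SD from the plate mean, either direction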;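 note: B-score of the F/F0 ratio slope over 7 to 12 s after thallium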
# Target sequence (P48048 whole entry, looked up): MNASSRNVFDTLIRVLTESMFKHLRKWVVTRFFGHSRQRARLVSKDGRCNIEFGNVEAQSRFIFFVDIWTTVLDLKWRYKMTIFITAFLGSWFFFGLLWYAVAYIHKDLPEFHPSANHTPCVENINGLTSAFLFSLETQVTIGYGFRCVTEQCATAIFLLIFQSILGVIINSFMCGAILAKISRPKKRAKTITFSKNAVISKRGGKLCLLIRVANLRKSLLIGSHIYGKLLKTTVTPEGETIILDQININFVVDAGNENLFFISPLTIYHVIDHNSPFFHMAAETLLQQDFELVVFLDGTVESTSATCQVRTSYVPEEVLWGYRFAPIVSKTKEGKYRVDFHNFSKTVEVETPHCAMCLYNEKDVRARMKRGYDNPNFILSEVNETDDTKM
# TLR4-MyD88 BLA = TLR4-MyD88 interaction inhibition in cells; O00206+Q99836; HeLa CL3-4 TLR4/MyD88 BLA complementation, FRET ratio; inhibition, % at 8.4 µM; 200,000 compounds, 0.18% hits; in the data active = inhibition above about 25%;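 note: 0% = vehicle and 100% = reference inhibitor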
# PPARg SRC-1 ag = agonists of human PPARgamma SRC-1 coactivator recruitment. P37231. PPARgamma-SRC-1 coactivator recruitment biochemical assay. activation, % at 8 µM. 200,000 compounds, 0.41% hits. AID 631; in the data active = activation above about 19%;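 note: 0% = DMSO and 100% = reference agonist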
# DTT redox prof = compounds producing H2O2 with reducing agent – biochemical, NIH compound library profiling, artefact control for MLSCN library redox annotation, primary screen. DTT-dependent redox cycling H2O2, phenol red/HRP absorbance; 100% = 100 µM peroxide control, 0% = buffer. activation, % at 10 µM. 200,000 compounds, 0.03% hits. AID 878;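 active = activation of at least 50% relative to the plate's high and low controls in the primary single-dose screen; inactive = activation below 50%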;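 note: compound incubated with DTT at 0.8 mM final as the reducing agent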
# bIAP inhibitor = intestinal alkaline phosphatase (bovine) inhibition; purified bovine IAP, CDP-star luminescence, 30 min; 190,000 tested, under 10 active; inhibition, % at 20 µM;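 active = over 50% inhibition of intestinal alkaline phosphatase at 20 µM in the single-dose screen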
#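 System: purified bovine intestinal alkaline phosphatase (IAP) enzyme; Input: IAP diluted 1/65,000,000 in the well; Measured by: CDP-star luminescence signal; Compound dosing: 20 µM single dose; Incubation: 30 min reaction at room temperature.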
# PPARg SRC3 recr = promotes SRC-3 coactivator recruitment by human PPARgamma; P37231; biochemical PPARgamma/SRC-3 coactivator recruitment assay; activation, % at 8 µM; 200,000 compounds, 0.26% hits; AID 731; in the data active = activation above about 23%;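 note: 0% = DMSO and 100% = reference agonist; some compounds past the cut are filed as inactive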
# PPARg SRC-2 ag = promotes SRC-2 coactivator recruitment by human PPARgamma. P37231. PPARgamma LBD-SRC-2 recruitment, biochemical. AID 1032. activation, % at 8 µM. 200,000 compounds, 0.34% hits; in the data active = activation above about 22%;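 note: 0% = vehicle and 100% = reference agonist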
# L major viab = Leishmania major promastigote growth inhibition; Leishmania major promastigotes, resazurin fluorescence viability; inhibition, % at 10 µM; 200,000 compounds, 9% hits; AID 1063; in the data active = inhibition above about 50%;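 note: promastigotes grown with compound for 44 hours at 28 °C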
# bIAP act = increases bovine intestinal alkaline phosphatase activity; purified bovine IAP, CDP-star luminescence, 30 min; hits give high values; fold of DMSO-control signal, blank-subtracted; activation factor at 20 µM; 200,000 compounds, 0.17% hits;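 active = activation factor of 2 or more at 20 µM, a signal rise over negative controls twice the positive control's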
# S1P3 antagonist = antagonists of human S1P3 receptor | Q99500 | CHO S1P3 NFAT-BLA reporter, FRET fluorescence, antagonist mode | inhibition, % at 4.98 µM | 170,000 compounds, 0.27% hits | AID 485;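 active = inhibition above the plate cutoff, the mean inhibition of test wells on that plate plus 3 SD, cut at about 28% in these data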;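 note: cells challenged with S1P at its EC80 of 0.8 µM; blue over green emission ratio from cleaved BLA substrate after 4 h stimulation; 0% = S1P-stimulated wells and 100% = unstimulated DMSO-only wells; some compounds past the cut are filed as inactive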
# Target sequence (Q99500 whole entry, looked up): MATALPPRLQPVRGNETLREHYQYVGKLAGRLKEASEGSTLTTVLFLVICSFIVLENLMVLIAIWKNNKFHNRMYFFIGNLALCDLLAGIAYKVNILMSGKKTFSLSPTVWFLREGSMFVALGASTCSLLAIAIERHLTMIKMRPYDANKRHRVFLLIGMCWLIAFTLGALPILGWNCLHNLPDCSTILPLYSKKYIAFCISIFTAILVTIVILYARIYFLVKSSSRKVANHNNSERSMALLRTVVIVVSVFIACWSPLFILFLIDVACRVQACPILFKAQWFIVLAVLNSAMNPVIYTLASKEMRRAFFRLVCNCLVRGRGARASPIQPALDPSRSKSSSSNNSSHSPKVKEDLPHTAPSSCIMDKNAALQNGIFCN
# Active calls of the source: *; · = no result given.
cpd | smiles | SRC2 TRFRET art | ROMK primary | TLR4-MyD88 BLA | PPARg SRC-1 ag | DTT redox prof | bIAP inhibitor | PPARg SRC3 recr | PPARg SRC-2 ag | L major viab | bIAP act | S1P3 antagonist
1 | O=[N+]([O-])c1cc(C(F)(F)F)ccc1Sc1ccccn1 | 1611 | -0.37 | -13 | 3 | -0.3 | 10 | 3 | 3 | 0 | 0.9 | 1
2 | Nc1nc(SCC(=O)NCCO)nc2sc3c(c12)CCCC3 | 1659 | 0.041 | -1 | 10 | -0.3 | -10 | 5 | 3 | 8 | 1.1 | -30
3 | O=C(COC(=O)CNC(=O)c1ccco1)Nc1ccccc1OC(F)F | 1673 | 0.39 | 9 | 2 | 0.1 | -25 | 4 | 2 | -8 | 1.3 | 6
4 | Cc1nc(N)sc1-c1nnc(SCC(=O)Nc2nccs2)n1C | 1388 | · | 9 | 3 | 1.4 | 5 | 2 | 9 | -8 | 1 | 13
5 | O=C1CSC(c2cn(-c3ccccc3)nc2-c2cccs2)N1CC1CCCO1 (stereo not drawn) | 1809 | · | 12 | 3 | 3.0 | -6 | 5 | 10 | 12 | 1.1 | -11
6 | CCOc1cc(/C=C2\SC(=N)N(c3nonc3N)C2=O)ccc1OCC(N)=O | 1513 | 0.46 | 0 | 0 | 0.4 | 2 | -2 | 10 | -5 | 1 | -9
7 | Cc1ccc(NS(=O)(=O)c2ccc(Br)s2)cc1S(=O)(=O)N1CCOCC1 | 1661 | -0.72 | 2 | 0 | -0.1 | -10 | -2 | 6 | -7 | 1.1 | -19
8 | Cc1cc[n+](CC(=O)c2cccs2)cc1 | 1414 | -1.3 | 9 | -1 | 0.2 | 4 | -2 | -3 | -3 | 1 | ·
9 | COc1ccccc1CNC(=O)C/C(C)=N/NC(=O)Cc1ccccc1 | 1635 | · | 3 | 3 | 14 | 6 | 1 | 0 | -9 | 0.9 | ·
10 | CC1(C)CC2(CC(c3ccccc3F)c3cc(Cl)c(O)cc3O2)NC(=S)N1 (stereo not drawn) | 1536 | 0.88 | -30 | 1 | -0.3 | 6 | -2 | -7 | 83* | 0.9 | -3
11 | COc1ccc(OC)c(-n2nnnc2SCC(=O)Nc2ccc(C(=O)N3CCCCC3)cc2)c1 | 1631 | -0.81 | 2 | 8 | -0.1 | -5 | 0 | 6 | 8 | 1 | -4
12 | CSC1=NCCN1C(=O)C(C)Oc1ccccc1 (stereo not drawn) | 1588 | · | 5 | 6 | -2.6 | 8 | 2 | 3 | 2 | 0.9 | 13
13 | Cc1ccc(C(=O)CSc2ncn[nH]2)cc1 | 1513 | -0.098 | -19 | 1 | -0.4 | -38 | -14 | 2 | 3 | 1.4 | -11
14 | O=C(NCN1CCN(c2ccccn2)CC1)c1cnccn1 | 1677 | 0.77 | 1 | -8 | -2.0 | 8 | 0 | -5 | -2 | 0.9 | -21
15 | COC(CNC(=O)C1CC(=O)N(CCc2ccccc2)C1)OC (stereo not drawn) | 1669 | 1.6 | -14 | 10 | 0.0 | 12 | 1 | 9 | -5 | 0.9 | ·
16 | CCOC(=O)COc1ccc2cc(C(=O)OCC)c(=O)oc2c1 | 1358 | -0.035 | 4 | 2 | -1.2 | 19 | 8 | 5 | -4 | 0.8 | -7
17 | CCN(CC)S(=O)(=O)c1ccc(OCC(=O)NCc2ccccc2)cc1 | 1537 | · | 3 | -8 | 0.4 | 7 | -12 | -4 | -2 | 0.9 | -2
18 | CC1(C)CC(=O)c2sc(NC(=O)c3ccc4ncsc4c3)nc2C1 | 1556 | · | -1 | 0 | -2.1 | 10 | -1 | -4 | 2 | 0.9 | ·
19 | Cc1ccc(Nc2nnc(SC3CCOC3=O)s2)cc1 (stereo not drawn) | 1835 | · | -2 | 7 | 0.3 | 10 | 2 | 2 | -5 | 0.9 | -7
20 | Cc1ccc2oc(-c3ccc(NC(=O)c4ccc5c(c4)OCO5)cc3)nc2c1 | 1492 | · | 3 | 3 | 2.1 | -22 | -6 | -9 | 5 | 1.2 | 38
21 | CCC(C)n1nnc2c(=O)oc3ccccc3c21 (stereo not drawn) | 1654 | · | 17 | -10 | 2.1 | 6 | -9 | -3 | -5 | 0.9 | ·
22 | COc1ccc(S(=O)(=O)Nc2nnc(C(C)C)s2)cc1 | 1287 | · | 5 | -8 | -1.0 | 14 | 4 | -3 | -6 | 0.9 | -3
23 | O=C(CCN1C(=O)/C(=C\c2cccs2)SC1=S)NC1=NCCS1 | 1493 | · | 1 | 4 | 0.0 | -25 | 5 | 3 | -4 | 1.2 | -1
24 | CCOc1ccc(N(CC(=O)NC2CCCC(C)C2C)S(=O)(=O)c2c(C)noc2C)cc1 (stereo not drawn) | 1673 | · | -11 | 4 | -0.4 | 10 | 6 | 8 | -1 | 0.9 | 18
25 | CCCNC(=O)C/C(C)=N/NC(=O)COc1ccc(C)cc1Br | 1616 | · | -14 | 3 | -0.4 | -65 | 3 | 3 | 36 | 1.6 | -9

# Given with two lines to a compound: 13 of the compounds above.
# Under each structure: SRC2 TRFRET art	ROMK primary	TLR4-MyD88 BLA	PPARg SRC-1 ag	DTT redox prof	bIAP inhibitor	PPARg SRC3 recr	PPARg SRC-2 ag	L major viab	bIAP act	S1P3 antagonist
[10] CC1(C)CC2(CC(c3ccccc3F)c3cc(Cl)c(O)cc3O2)NC(=S)N1 (stereo not drawn)
    1536	0.88	-30	1	-0.3	6	-2	-7	83*	0.9	-3
[11] COc1ccc(OC)c(-n2nnnc2SCC(=O)Nc2ccc(C(=O)N3CCCCC3)cc2)c1
    1631	-0.81	2	8	-0.1	-5	0	6	8	1	-4
[12] CSC1=NCCN1C(=O)C(C)Oc1ccccc1 (stereo not drawn)
    1588	·	5	6	-2.6	8	2	3	2	0.9	13
[13] Cc1ccc(C(=O)CSc2ncn[nH]2)cc1
    1513	-0.098	-19	1	-0.4	-38	-14	2	3	1.4	-11
[14] O=C(NCN1CCN(c2ccccn2)CC1)c1cnccn1
    1677	0.77	1	-8	-2.0	8	0	-5	-2	0.9	-21
[15] COC(CNC(=O)C1CC(=O)N(CCc2ccccc2)C1)OC (stereo not drawn)
    1669	1.6	-14	10	0.0	12	1	9	-5	0.9	·
[16] CCOC(=O)COc1ccc2cc(C(=O)OCC)c(=O)oc2c1
    1358	-0.035	4	2	-1.2	19	8	5	-4	0.8	-7
[17] CCN(CC)S(=O)(=O)c1ccc(OCC(=O)NCc2ccccc2)cc1
    1537	·	3	-8	0.4	7	-12	-4	-2	0.9	-2
[18] CC1(C)CC(=O)c2sc(NC(=O)c3ccc4ncsc4c3)nc2C1
    1556	·	-1	0	-2.1	10	-1	-4	2	0.9	·
[19] Cc1ccc(Nc2nnc(SC3CCOC3=O)s2)cc1 (stereo not drawn)
    1835	·	-2	7	0.3	10	2	2	-5	0.9	-7
[20] Cc1ccc2oc(-c3ccc(NC(=O)c4ccc5c(c4)OCO5)cc3)nc2c1
    1492	·	3	3	2.1	-22	-6	-9	5	1.2	38
[21] CCC(C)n1nnc2c(=O)oc3ccccc3c21 (stereo not drawn)
    1654	·	17	-10	2.1	6	-9	-3	-5	0.9	·
[22] COc1ccc(S(=O)(=O)Nc2nnc(C(C)C)s2)cc1
    1287	·	5	-8	-1.0	14	4	-3	-6	0.9	-3
